All columns: NCI-60 one-dose screen, growth in % after 48 h at 10 µM unless noted; 100 = growth as untreated, 0 = no growth, -100 = all killed.
MOLT-4 – MOLT-4 leukemia cells; 80,000 compounds, 6.9% hits
HOP-62 – HOP-62 NSCLC; 80,000 compounds, 3.9% hits
HOP-92 – HOP-92 NSCLC cells; 71,000 compounds, 6.3% hits; AID 1794738
EKVX – EKVX NSCLC; 71,000 compounds, 3% hits
RPMI-8226 – RPMI-8226 leukemia cells | 77,000 compounds, 7.5% hits | AID 1794781
M14 – M14 melanoma; 80,000 compounds, 6.2% hits; AID 1794745
A549/ATCC – A549/ATCC NSCLC | 81,000 compounds, 3.7% hits
CCRF-CEM – CCRF-CEM leukemia. 77,000 compounds, 7% hits. AID 1794778
* hit, by the source's call; x = no result given; & = joins results of further samples; ! = repeats disagree. Rule for the calls: active = growth percent below 10; inactive = the rest.

SMILES	MOLT-4	HOP-62	HOP-92	EKVX	RPMI-8226	M14	A549/ATCC	CCRF-CEM
C=C1C(=O)O[C@H]2[C@H]1CC/C(COC(=O)NCc1ccc(Cn3c(=O)sn(-c4ccc(I)cc4)c3=O)cc1)=C\CC[C@@]1(C)O[C@@H]21	5.6*	98	55	98	7.6*	73	95	-14*
COc1cc(/C=N/NC(=O)CN2c3ccccc3Sc3ccccc32)cc(OC)c1OC	83	95	54	82	85	95	96	95
COC(=O)C(C#N)(CCC(=O)c1ccccc1)CCC(=O)c1ccccc1	89	100	88	x	99	110	103	x
CC(C)COC(=O)c1ccccc1O	109	103	102	x	113	105	110	x
CCC(=O)O[C@]1(C(C)=O)CC[C@H]2[C@@H]3CCC4=CC(=O)CC[C@]4(C)[C@H]3CC[C@@]21C	84	98	x	70	74	106	97	84
CCN(CC)CCN1c2ccncc2Sc2ccncc21	97	109	92	96	110	136	102	100
O=[N+]([O-])c1cc2c(NCCO)nc(-c3ccccc3)nc2[nH]1	89	91	75	60	99	81	93	85
O=c1cc(-c2ccc3c(c2)OCCO3)oc2c(Cl)cc(Cl)cc12	87	78	88	64	92	102	92	84
CCN1C(=O)N(CC)C2NC(N/N=C/c3ccccc3)=NC21 (configuration not stated)	100	94	45	93	127	98	96	105
Clc1ccc(C2CC(c3ccccc3Cl)=NN2c2ccc(-c3ccccc3)nn2)cc1 (configuration not stated)	95	92	94	94	95	96	99	99
CC(C)c1ccc(/C=N\NC(=O)CCCCC(=O)N/N=C\c2ccc(C(C)C)cc2)cc1	89	101	49	86	75	95	83	70
COc1ccc(CNNC(=O)C2CCCCC2)c(OC)c1OC	98	106	110	108	100	105	102	114
Cc1ccc2nc(NC(=O)CSC(=S)N3CCN(c4ccccc4)CC3)sc2c1	111	105	83	109	79	98	95	x
C=C(C)[C@@H]1CC[C@]2(C(=O)N3CCN(C)CC3)CC[C@]3(C)[C@H](CC[C@@H]4[C@@]5(C)C/C(=C/O)C(=O)C(C)(C)[C@@H]5CC[C@]43C)[C@@H]12	99	103	108	103	97	109	105	99
CCCN(C(C)=O)c1ccccc1	82	103	106	113	93	x	106	103
COC(=O)C1=Nc2ccc(F)cc2/C1=C\c1sc(Nc2ccc(O)cc2)nc1O	30	64	43	90	62	49	99	28
COc1ccc(C/C(C)=C(\c2ccccc2)c2ccc(OCCN)cc2)cc1	107	105	100	104	102	104	96	111
CNC(=O)c1cc(-n2ccc3cc(NC(=O)c4cc(C(F)(F)F)cc(C(F)(F)F)c4)ccc32)ccn1	100	93	93	101	x	97	94	93
COc1cc(/C=C/C(=O)NCC(=O)NN=C(C)C)cc(OC)c1OC	100	100	102	100	107	109	100	86
CC(=O)c1cc(C(=O)c2ccccc2)n2c(C)cccc12	94	79	69	99	73	122	113	100
CCC/C(C)=N/Nc1ccc([N+](=O)[O-])cc1[N+](=O)[O-]	97	88	78	87	98	85	59	77
CC(C)Cc1csc(=S)[nH]1	94	102	101	111	x	106	99	90
Cc1ccc(-n2nnnc2-c2cccnc2)cc1	106	81	95	107	89	x	111	88
CC(=O)C1CC(CC(=O)O)C1(C)C (configuration not stated)	98&93	86&91	93&92	100&92	98&102	99&98	86&60	95&84
CCCCCCNC(=O)Oc1ccc(/C(=C(/C)Cc2ccc(OC)cc2)c2ccc(OCCN3CCCCCC3)cc2)cc1	69	87	66	89	84	104	79	74
The listing continues:
SMILES	MOLT-4	HOP-62	HOP-92	EKVX	RPMI-8226	M14	A549/ATCC	CCRF-CEM
Nc1c(C(=O)NCc2ccccc2)sc2nc3c(cc12)C(=O)CCC3	120	115	80	x	110	114	103	103
COc1ccc(-c2cc(-c3cc(C(=O)c4ccc(Br)cc4)n4cc(C)cc(C)c34)nc(N)c2C#N)cc1OC	92	94	35	97	99	120	100	106
COc1cc(-c2c(C#N)c(N)n(-c3cc(C)ccn3)c(=O)c2C#N)cc(OC)c1OC	101	83	82	101	105	105	94	109
COc1ccc(-c2nc(SC(C)C)nc(Nc3ccc(/C(C)=N\NC(N)=S)cc3)c2C#N)cc1	82	119	111	103	95	113	96	61
Cc1ccc(-c2cc(-c3ccc(C)cc3)nc(N3CCN(CCNc4ccnc5cc(Cl)ccc45)CC3)n2)cc1	39	42	-13*	74	19	-2.5*	59	8.7*
O=C(Cn1cc(CN2CCN(c3ccnc4cc(Cl)ccc34)CC2)nn1)Nc1cccc([N+](=O)[O-])c1	80	72	71	94	58	103	85	34
CC(=O)c1nnn(-c2nonc2-c2noc(C)n2)c1C	98	111	x	94	101	104	105	x
Cc1ccc(C(=O)/C=C/c2ccc3c(c2)OCO3)c(C)c1	76	101	x	107	68	104	87	90
COC(=O)[C@H](C)NC(=O)CNC(=O)c1cccc2c(=O)c3ccccc3[nH]c12	101	105	111	103	103	105	111	108
CSc1ccc(/C=N/Nc2n[nH]c(=S)n2N)cc1	101	96	92	92	103	102	98	102
CN1CCN(Cc2ccc(NC(=O)c3cncc(C#Cc4cnc5ccc(NCCCO)nn45)c3)cc2C(F)(F)F)CC1	8.9*	-37*	x	-3.1*	-37*	-91*	5.6*	6.7*
COc1ccc(-c2c(C)nn3c(N)c(C#N)cnc23)cc1OC	76	92	57	x	60	90	86	82
C=C(C)[C@@H]1CC[C@]2(C#N)CC[C@]3(C)[C@H](CC[C@@H]4[C@@](C)(CCc5nn[nH]n5)[C@H](C(=C)C)CC[C@]43C)[C@@H]12	98	107	95	98	87	103	97	111
Nc1ccc(-c2cccc(Oc3ccc4nnc(Cl)n4n3)c2)cc1	103	96	69	103	94	105	95	91
CN(C)c1nc(N(C)C)nc(N(C)C)n1	103	100	84	103	100	103	103	96
O=C(NCCCCCCNC(=O)OCc1ccccc1)OCc1ccccc1	94	94	96	101	108	106	103	99
CC(=O)COc1ccc(/C=C2\CCC/C(=C\c3ccc(OCC(C)=O)c(Br)c3)C2=O)cc1Br	97	109	99	78	15	90	88	91
COc1cc(C=O)cc(Br)c1O	101&82	101&102	110&102	109&89	109&104	110&101	109&111	113&95
COc1ccc2cc3c(nc2c1)Nn1c(nnc1-c1ccc[nH]c1=S)SC3	101	103	94	99	102	103	111	106
Nc1nc(=S)c2[nH]c(=S)[nH]c2[nH]1	91	95	89	102	104	113	102	92
COc1ccc(Cn2cc3c(c2-c2ccccc2)CCCc2cnoc2-3)cc1N	91	98	88	89	84	98	95	92
CCN(CC)CCCNc1ncnc(NCCCN(CC)CC)n1	87	96	79	106	94	95	84	95
Cc1ccc2c(n1)C(=O)C(Cl)=C(Nc1ccc(S(=O)(=O)Nc3ccccn3)cc1)C2=O	104	102	111	103	117	116	110	101
COc1ccc2cc(-c3nc4nonc4[nH]c3=O)ccc2c1	101	106	106	120	89	103	100	98
COc1cc(/C=C/C(=O)CC(=O)/C=C/c2cc(Br)c(O)c(OC)c2)cc(Br)c1O	78	85	104	104	102	97	x	93
(more compounds)
SMILES	MOLT-4	HOP-62	HOP-92	EKVX	RPMI-8226	M14	A549/ATCC	CCRF-CEM
O=C(NC1c2ccccc2Oc2ccccc21)OCCCl	92	96	x	x	91	99	92	x
CCCNC(=O)Oc1ccc(/C(=C(/C)Cc2ccc(OC)cc2)c2ccc(OCCN3CCCC3)cc2)cc1	53	77	52	70	49	-53*	72	51
COc1ccc(-c2nc(SCC(C)C)nc(N/N=C\c3ccc(F)cc3)c2C#N)cc1	88	109	90	94	98	93	70	82
CCOC(=O)c1c(C)oc2ncnc(Nc3ccc(OCc4cccc(C)c4)cc3)c12	115	101	104	95	117	86	89	107
CCCCCCCSc1ccc(C(=O)Nc2ccc(C)cc2C(=O)O)cc1	48	78	25	54	35	95	45	33
COc1ccc(C2CC(c3ccc(OC)c(OC)c3)=NN2C(=O)c2cc(OC)c(OC)c(OC)c2)cc1 (configuration not stated)	47	35	x	48	50	-12*	27	24
COc1ccc(/C=C2/Sc3c(F)cccc3C2=O)cc1	77	76	74	65	87	72	35	95
CCCCCCCCOC(=O)c1ccccc1C(=O)O	81	104	99	116	93	x	119	79
Cc1ccc(N)cn1	106	120	x	95	101	98	107	105
Cc1ccc(-c2cc(-c3ccc(F)cc3)[nH]c(=O)c2C#N)s1	101	98	76	108	85	111	88	94
COc1ccc(CCNC=O)cc1OC	100	107	93	105	108	100	107	105
COc1ccc(-c2ccc(=O)oc2C#Cc2cc(OC)c(OC)c(OC)c2)cc1O	18	-28*	51	30	15	-44*	29	5.3*
N#C/C(=C\c1ccc(Cl)cc1)c1cc2ccccc2[nH]1	89	93	82	86	88	109	93	77
CC(=O)c1cc2c(N)c(C(=O)Nc3cccc4ncccc34)sc2nc1C	63	70	77	83	63	78	84	72
O=C(O)c1ccc(-n2cc(C(=O)O)c(-c3cc(C(F)(F)F)cc(C(F)(F)F)c3)n2)cc1	87	87	112	89	68	98	84	101
Clc1ccc(/C=N\N2CCCCCC2)cc1Cl	113	114	97	84	104	110	106	109
O=C(CCCCCCN1CC(=O)N2[C@@H](c3ccc(Br)nc3)c3[nH]c4ccccc4c3C[C@H]2C1=O)NO	74	88	86	91	87	100	110	66
O=c1[nH]c(-c2cccnc2)nc2c1sc(=S)n2-c1ccc(F)cc1	93	70	87	102	111	97	81	98
COc1cccc(N=Nc2c(O)n(-c3ccc(Cl)cc3)n(-c3ccc(Cl)cc3)c2=O)c1OC	92	94	98	92	93	97	99	88
c1ccc(C2=NNC(c3cc(-c4cc5ccccc5o4)n(-c4ccccc4)n3)C2)cc1 (configuration not stated)	100	98	78	94	97	99	96	87
CC1OC(O[C@H]2CC[C@]3(C)[C@H]4CC[C@@H]5[C@H]6[C@H]7OC[C@@]6(CCC7(C)C)CC[C@@]5(C)[C@]4(C)CC[C@H]3C2(C)C)C[C@@H](O)[C@H]1O (some centres not stated)	100	106	x	99	122	95	92	101
CCCCCCCCCCCCCCCCCCCCCCCCCC(=O)O	95	94	108	101	108	102	101	103
COc1ccc(Cn2cc(C(=O)N=Nc3c(O)[nH]c4c(Cl)cccc34)nn2)cc1	85	110	105	102	106	106	102	106
COc1ccc(/C=C\c2cc(OC)c(OC)c(OC)c2)c(NS(=O)(=O)c2ccc(C(C)(C)C)cc2)c1O	22	82	11	x	28	15	27	21
O=C1c2ccccc2C(=O)N1/N=C/c1cc(Br)ccc1O	78	103	85	110	87	97	95	87

Some of these compounds in order of formula weight, high to low:
SMILES	MOLT-4	HOP-62	HOP-92	EKVX	RPMI-8226	M14	A549/ATCC	CCRF-CEM
CC1OC(O[C@H]2CC[C@]3(C)[C@H]4CC[C@@H]5[C@H]6[C@H]7OC[C@@]6(CCC7(C)C)CC[C@@]5(C)[C@]4(C)CC[C@H]3C2(C)C)C[C@@H](O)[C@H]1O (some centres not stated)	100	106	x	99	122	95	92	101
CCCNC(=O)Oc1ccc(/C(=C(/C)Cc2ccc(OC)cc2)c2ccc(OCCN3CCCC3)cc2)cc1	53	77	52	70	49	-53*	72	51
COc1ccc(/C=C\c2cc(OC)c(OC)c(OC)c2)c(NS(=O)(=O)c2ccc(C(C)(C)C)cc2)c1O	22	82	11	x	28	15	27	21
c1ccc(C2=NNC(c3cc(-c4cc5ccccc5o4)n(-c4ccccc4)n3)C2)cc1 (configuration not stated)	100	98	78	94	97	99	96	87
Clc1ccc(/C=N\N2CCCCCC2)cc1Cl	113	114	97	84	104	110	106	109

Next section:
SMILES	MOLT-4	HOP-62	HOP-92	EKVX	RPMI-8226	M14	A549/ATCC	CCRF-CEM
COc1ccc(-c2nc3ncccn3c2/C=C/C(=O)c2cc(OC)c(OC)c(OC)c2)cc1	4.3*	-12*	-0.2*	1.1*	-32*	x	10	1.3*
N#Cc1n[nH]n2c1nc(=O)c1sc(-c3ccccc3)cc12	100	88	99	101	99	89	86	99
COc1nc(N)nc2c1N=C(c1ccc(Cl)cc1)c1ccccc1N2	73	97	64	87	99	101	53	105
O=[N+]([O-])c1ccc(-c2csc(COc3ccccc3)n2)cc1	110	120	80	x	77	106	84	89
CCOc1ccc(NC2=C(Cl)C(=O)c3nc(C)ccc3C2=O)cc1	-47*	72	-87*	-97*	-19*	x	46	0.6*
Cc1ccc(-c2nc3ccccn3c2/C=C2/C(=O)Nc3ccc(F)cc32)cc1	67	84	100	82	80	97	72	78
S=C(c1cccs1)N1CCN(c2ccccc2Cl)CC1	87	97	80	106	93	100	89	92
Oc1cccc(-c2nnc(-c3cccc(O)c3)nn2)c1	71	86	100	79	92	100	91	84
CC(OC(=O)Nc1cccc(Cl)c1)C(=O)O (configuration not stated)	x	87	92	103	x	96	99	101
O=C(c1ccccc1)c1ccc[nH]1	91	100	85	111	86	106	94	92
C=C1C(=O)O[C@H]2[C@H]1CC/C(Cn1cc(Cn3ccc4cc(Cl)ccc43)nn1)=C\CC[C@@]1(C)O[C@@H]21	-22*	76	-62*	42	-42*	-4.2*	49	-27*
CC1CC(C)C2=NOS3=C2C1=NO3 (configuration not stated)	108	99	92	97	101	100	105	101
CS(=O)(=O)c1ccc(-c2nc3cc(Cl)ccc3n2CC(N)=O)cc1	96	75	94	96	97	92	91	98
Cc1cc(C)c(N)c(C(=O)O)c1	91	93	x	91	95	98	99	95
COCc1cc(C(C)(C)C)ccc1O	99	102	99	103	104	99	91	96
Cc1c(Cl)cccc1NC(=O)CN(CC(C)C)CC(C)C	56	115	75	93	63	95	82	60
O=[N+]([O-])c1ccc(N/N=C\c2cc(Br)ccc2O)nc1	-9.5*!	35&12	38	46&81	-9.9*!	2.2*!	21	-4.1*!
COc1ccc(C2CC(c3ccc(Nc4ccnc5cc(Cl)ccc45)cc3)=NN2c2ccc(Cl)cc2)cc1 (configuration not stated)	88	92	x	x	73	88	93	83
CCC(=O)NC(C)c1ccccc1 (configuration not stated)	59	103	80	126	109	x	115	99

Screens (PubChem BioAssay)
